Bioassay records as filed in PubChem BioAssay.
D3 ag = D3 dopamine receptor (human) agonism | P35462 | D3R DiscoveRx beta-arrestin cells, luminescence, 90 min | max activation, % | 410,000 tested, 0.58% active | AID 652048; in the data active = max activation above about 30%; note: 0% is about no effect; mostly tested at two doses, the higher about 12 µM
Target sequence (P35462 whole entry, looked up): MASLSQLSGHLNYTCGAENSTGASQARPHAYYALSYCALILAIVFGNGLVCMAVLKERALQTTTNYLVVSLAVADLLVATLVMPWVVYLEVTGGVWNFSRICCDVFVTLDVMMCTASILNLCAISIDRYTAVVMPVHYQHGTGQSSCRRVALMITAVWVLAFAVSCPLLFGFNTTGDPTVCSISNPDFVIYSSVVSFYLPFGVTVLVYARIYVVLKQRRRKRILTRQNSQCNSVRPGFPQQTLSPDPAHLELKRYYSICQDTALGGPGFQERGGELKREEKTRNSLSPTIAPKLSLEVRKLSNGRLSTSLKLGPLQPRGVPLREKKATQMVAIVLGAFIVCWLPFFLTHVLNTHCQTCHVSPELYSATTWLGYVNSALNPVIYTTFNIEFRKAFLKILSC
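Cells at 1500/well, incubated overnight, then treated with pinned compounds (dopamine as control) for 90 min at 37 degrees C. DiscoveRx reagent added for 30 - 60 minutes at room temperature; luminescence read.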
IL-1B inflam inh = inhibitors of inflammasome signaling (IL-1 beta secretion); THP-1 LPS/ATP IL-1B secretion, AlphaLISA, 16 h; active compounds read low; activity change, % at 57.5 µM; 360,000 tested, 4.7% active; AID 743279; in the data active = activity change below about -50%; inconclusive = mostly about -30% to -49%; note: % is set by controls: 0 for no effect and ±100 for the full control effect
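THP-1 cells pretreated 1 hr with compounds (up to 57.5 uM final), then stimulated with LPS (250 ng/mL final) plus ATP (1.25 mM final); secreted IL-1B measured by AlphaLISA after 16 hr, decreased signal indicating inhibition.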
MCF10A rerep = inducers of DNA re-replication in MCF 10A breast cells. MCF 10A DNA re-replication, Hoechst nuclear intensity, 48 h. Potency, µM (series often up to 46.1 µM), without a hit: at the top dose activity, positive = re-replication, actives largely listed as activators. 350,000 tested, 2.9% active; note: potency is the fitted concentration of half-maximal effect; % of control where 0% means no effect; nearly all actives have a fitted effect of over 50% in size
SW480 rerep = induces DNA re-replication in SW480 colon adenocarcinoma cells; AID 624297; Potency, µM (doses to about 46.1 µM), without a hit: top-dose re-replication activation, usual class: activators; SW480 DNA re-replication, Hoechst DNA content imaging, 48 h; 340,000 tested, 1.8% active; note: potency is the fitted concentration of half-maximal effect; % of control where 0% means no effect; nearly all actives have a fitted effect of over 55% in size
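Compounds, transferred as 23 nL by pin tool, were incubated with cells for 48 hr; DNA content per nucleus was then quantified by Hoechst staining and fluorescence plate imaging.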
KB-3-1 tox = kills parental KB-3-1 adenocarcinoma cells | KB-3-1 viability, CellTiter-Glo ATP luminescence, 72 h | AID 1347075 | Potency, µM (series often up to 46.1 µM), for the others: top-dose activity change, negative = cytotoxic, most hits filed as cytotoxic | 400,000 tested, 1.4% active; note: potency is the fitted concentration of half-maximal effect; % is set by controls: 0 for no effect and ±100 for the full control effect; nearly all actives have a fitted effect of over 60% in size
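Cytotoxicity measured as CellTiter-Glo luminescence after 72 h at 37 C. Compound titrations were pinned onto drug-naive KB-3-1 parental adenocarcinoma cells grown in DMEM with 10% FBS, and normalized data fitted to concentration-response curves.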
HT1080NT lethal = kills 2HG-producing HT-1080-NT fibrosarcoma cells; HT-1080-NT fibrosarcoma viability, CellTiter-Glo ATP luminescence, 48 h; Potency, µM (top dose mostly 46.1 µM), for the others: at the highest dose activity, negative = less viability, usual class: cytotoxic; 360,000 tested, 1.6% active;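 note: NT is the 2HG producing partner of a matched IDH1 knockdown line; potency is the fitted concentration of half-maximal effect; 0% = DMSO-treated cells and -100% = media-only wells without cells; nearly all actives have a fitted effect of over 55% in size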
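Fibrosarcoma NT cells, 750 per well in 5% FBS RPMI, were exposed to compound for 48 hours. Viability: CellTiter-Glo luminescence.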
KB-V1 MDR tox = KB-V1 MDR subline cytotoxicity | Potency, µM (series often up to 46.1 µM), for inactives: at the highest dose activity change, negative = cytotoxicity, most hits filed as cytotoxic | 400,000 tested, 3.4% active | KB-V1 MDR cells viability, CellTiter-Glo, 72 h; note: potency is the fitted concentration of half-maximal effect; % is set by controls: 0 for no effect and ±100 for the full control effect; nearly all actives have a fitted effect of over 60% in size
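Cytotoxicity via CellTiter-Glo luminescence after 72 h compound exposure at 37 degrees C. Cells: drug-selected KB-V1 line, DMEM phenol-red free plus 10% FBS. Compounds tested at multiple concentrations; normalized data fitted to concentration-effect curves.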
HEK293 tox = cytotoxic in the GLP-1 receptor inverse agonist counter-screen | HEK293 cAMP-luciferase reporter cells, luminescence, 24 h | Potency, µM (series often up to 38.3 µM), for inactives: at the highest dose activity change, negative = inhibition, hits mostly inhibitors | 410,000 tested, 0.13% active;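 note: loss of luciferase light is scored as toxicity; potency is the fitted concentration of half-maximal effect; % is set by controls: 0 for no effect and ±100 for the full control effect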
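Here, cytotoxicity is scored as loss of luminescence. The MLSMR collection was tested on cells seeded in medium containing 10% Nu serum, with a 24 hr compound exposure preceded by 12 hours of culture.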
HT1080 IDH1KD tx = kills HT-1080 cells with IDH1 knockdown | Potency, µM (highest dose often 46.1 µM), for inactives: top-dose activity, negative = toxicity, actives largely listed as cytotoxic | 360,000 tested, 2% active | HT-1080 IDH1 knockdown viability, ATP luminescence, 48 h | AID 686971;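 note: potency is the fitted concentration of half-maximal effect; 0% = DMSO wells and -100% = cell-free medium wells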
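% activity derives from luminescence (CellTiter-Glo), normalised to DMSO and no-cell wells. HT-1080-IDH1KD cells, 750/well, had 48 h compound exposure at 37 °C.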
* marks the source's active call; other numbers are inactive results; i = inactive; ? = inconclusive; nt = not tested or not shown; [ ] = another dose, or the depositor's remark. Unless noted, calls come from the whole dose curve; as a rule, active = well fitted curve in the direction sought with a large enough effect; inconclusive = small, poorly fitted or top-dose-only effect, or another doubt; inactive = no such curve, though single readings can be large; an effect the other way counts as inactive or inconclusive.

SMILES	D3 ag	IL-1B inflam inh	MCF10A rerep	SW480 rerep	KB-3-1 tox	HT1080NT lethal	KB-V1 MDR tox	HEK293 tox	HT1080 IDH1KD tx
CC(Cc1c[nH]c2ccccc12)C(=O)N1CCN(c2ccccc2F)CC1 (stereo not drawn)	-5	25	-5%	2%	-8%	0%	-2%	0%	1%
CC(CCc1ccccc1)NC(=O)c1ccc(Br)cc1 (stereo not drawn)	-7	-10	?	-3%	-3%	17%	?	13%	24%
COC(=O)c1[nH]c2ccc(F)cc2c1NS(=O)(=O)c1ccc(F)c(C)c1	1	-18	?	-107%[inhibitor]	?	1%	16µM*	3%	15%
CS(=O)(=O)Nc1ccc(C2=NN(C(=O)C3CCCCC3)C(c3cccs3)C2)cc1 (stereo not drawn)	8	-59*	?	11%	3%	-14%	?	-2%[1.53 µM]	?
CN(C)S(=O)(=O)c1cccc(NC(=S)NCc2ccc3c(c2)OCO3)c1	-2	17	4%	3%	-8%	-2%	-4%	1%	-3%
COCCCn1cc(CN2CC(N3CCCCC3)CS2(=O)=O)nn1 (stereo not drawn)	-7	22	nt	nt	13%	21%	18%	3%	1%
Cc1ccc(-c2nc3cc(Cl)ccc3o2)cc1NC(=O)COc1ccc(F)cc1	7	nt	nt	nt	4%	nt	-6%	-2%	nt
CCCC(=O)NC(=S)Nc1cccc(NC(=O)c2ccccc2)c1	-4	?	4%	12%	-20%	2%	-9%	-5%	-7%
COc1ccccc1NS(=O)(=O)c1cc(NC(=O)CCNC(C)=O)ccc1N1CCCCC1	1	-16	-27%	-13%	5%	-18%	?	-12%	-20%
Cc1cc(C)c(S(=O)(=O)NCc2ccc3c(c2)OCO3)cc1C	4	26	4%	?	-3%	0%	-2%	-9%	10%
COc1cc(S(=O)(=O)NCC(c2ccco2)N2CCCCC2)ccc1NC(C)=O (stereo not drawn)	-3	3	5%	2%	nt	-4%	nt	0%	4%
O=C(c1ccc(=O)[nH]c1)N1CCN(S(=O)(=O)c2ccccc2)CC1	-1	i	3%	-8%	-9%	4%	5%	3%	2%

Part of the list above in order of number of heavy atoms, smallest number first.
SMILES	D3 ag	IL-1B inflam inh	MCF10A rerep	SW480 rerep	KB-3-1 tox	HT1080NT lethal	KB-V1 MDR tox	HEK293 tox	HT1080 IDH1KD tx
CC(CCc1ccccc1)NC(=O)c1ccc(Br)cc1 (stereo not drawn)	-7	-10	?	-3%	-3%	17%	?	13%	24%
CCCC(=O)NC(=S)Nc1cccc(NC(=O)c2ccccc2)c1	-4	?	4%	12%	-20%	2%	-9%	-5%	-7%
COC(=O)c1[nH]c2ccc(F)cc2c1NS(=O)(=O)c1ccc(F)c(C)c1	1	-18	?	-107%[inhibitor]	?	1%	16µM*	3%	15%

(continued)
SMILES	D3 ag	IL-1B inflam inh	MCF10A rerep	SW480 rerep	KB-3-1 tox	HT1080NT lethal	KB-V1 MDR tox	HEK293 tox	HT1080 IDH1KD tx
CCOc1ccc(N(CC(=O)N/N=C/c2cccnc2)S(C)(=O)=O)cc1	3	46	-7%	-7%	15%	-2%	12%	0%	6%
Cc1ccc(C(=O)NC2CCN(S(=O)(=O)c3ccc(F)cc3)CC2)cc1	4	-13	18%	-25%	18%	12%	-6%	-1%	7%
CCc1nc2ccc(C(=O)Nc3ccc(Cl)c(Cl)c3)cn2c1N(C)Cc1ccc(OC)cc1	5	-61*	nt	nt	-6%	?	?	4%	?
CC1(C(=O)NS(=O)(=O)c2cccc(F)c2)CCN1C(=O)Cc1ccccc1Cl (stereo not drawn)	-7	26	nt	nt	10%	20%	2%	3%	26%
O=C1c2ccccc2C(=O)N1CSc1nnnn1-c1ccccc1	-5	14	3%	-1%	2%	9%	14%	-4%	1%
COc1cc(NC(=O)c2ccc(-n3cnc4cccnc43)cc2)cc(OC)c1	4	nt	nt	nt	?	nt	-23%	-8%	nt
CCCCN(C(=O)c1cccc(S(=O)(=O)N(CC)c2ccccc2)c1)c1c(N)n(CCCC)c(=O)[nH]c1=O	3	-15	1%	-12%	12%	2%	0%	13%	-2%
COc1cccc(N2C(=O)C3C(C2=O)C2C=CC3C23CC3)c1 (stereo not drawn)	4	13	0%	-1%	-7%	1%	-2%	2%	-2%
Cc1cccc2cc(C#N)c(SCC(=O)NCc3cccs3)nc12	-2	22	4%	6%	7%	3%	23%	1%	6%
CC(=O)N1CCc2c(sc3c2c(=O)n(Cc2ccccc2)c(=O)n3Cc2ccccc2F)C1	-5	nt	nt	nt	2%	nt	-8%	25%	nt
CC1(C)CN(c2cccc(Br)c2)C1=O	12	-4	-4%	2%	-15%	11%	9%	4%	2%
O=C1NC(=O)C2C1C(c1cccs1)NN2Cc1ccccc1 (stereo not drawn)	-9	-9	7%	?	-2%	-11%	1%	-3%	-1%
CC(C)CNC(=O)c1nc(-c2ccccc2)n(-c2ccccc2)n1	9	-3	?	-12%	12%	0%	-1%	-9%	4%
CCOC(=O)CC(=O)CSc1nc(CC)c(C)cc1C#N	7	-6	0%	23µM*	-5%	12%	3%	3%	7%
c1csc(CNc2nc3ccccc3n2CCN2CCOCC2)c1	-6	-16	11%	-9%	-8%	1%	-15%	-17%	-2%
COc1ccc(Cl)cc1NC(=O)CSc1nnc(COc2ccccc2)n1C	-6	0	3%	-1%	-9%	?	-11%	-11%	?
Cc1cccc2sc(NC(=O)CNS(=O)(=O)c3ccc(Br)s3)nc12	-22	27	?	2%	-6%	?	-2%	-2%	?
CS(=O)(=O)N(CC(=O)N1CCOCC1)c1cccc(F)c1	1	2	?	-5%	6%	9%	0%	-2%	20%
Cc1cccc(NC(=O)Cn2c(=O)n(Cc3ccco3)c(=N)c3c4c(sc32)COC(C)(C)C4)c1	-1	-25	10%	-1%	15%	-3%	-21%	-26%	-1%[9.24 µM]
COC(=O)c1ccc(NC(=O)CN2C(=O)CSC2=O)cc1	-5	-3	14%	-3%	1%	3%	-2%	4%	-8%
CC(=O)c1ccc(OCc2cc(C(=O)NC(C)CCn3cccn3)no2)cc1 (stereo not drawn)	16	13	10%	-1%	nt	2%	nt	2%	-1%
Cc1cc2cc3c(cc2nc1SCc1ccccn1)OCCO3	5	16	8%	-4%	1%	9%	-20%	-2%	12%
O=C(CSc1nc(-c2ccc(F)cc2)cc(C(F)(F)F)n1)NCCN1CCOCC1	5	-4	1%	-4%[9.22 µM]	8%	-4%	-18%	-11%	-1%
COc1ccc(Nc2oc(-c3cccs3)nc2C#N)cc1	5	?	9%	1%	-1%	-3%	20%	2%	-14%
O=C1c2cccc3cccc(c23)C(=O)N1CCCN1CCN(c2ccc(F)cc2)CC1	-10	-15	13%	8%	-12%	1%	-9%	-6%	-2%
Cn1c(SCC(=O)c2ccc3c(c2)OCO3)nnc1-c1ccccn1	3	-7	-2%	-1%	0%	13%	8%	-7%	16%
COc1ccc(S(=O)(=O)c2nnn(-c3ccc(C(C)C)cc3)c2C)cc1	5	nt	nt	nt	-12%	nt	?	1%	nt
COc1cc(/C=C2\SC(=S)N(CC(=O)NC3=NCCS3)C2=O)cc(OC)c1OC	3	14	3%	4%	-3%	25%	4%	-7%	25%
Cc1ccc(NC(=O)NCc2c(-n3cccc3)sc3c2CCCC3)c(Cl)c1	-7	nt	nt	nt	5%	nt	29%	0%	nt
CN(Cc1cccc2ccccc12)C(=O)c1cc(COc2c(F)cccc2F)on1	1	?	-14%	6%	-1%	4%	?	-18%	1%
O=S(=O)(c1ccc(Nc2ccc3c(c2)OCO3)nc1)N1CCOCC1	-11	?	0%	2%	3%	-6%	4%	20%	-2%
CC1CCN(C(=S)NCCc2ccccc2)CC1	-25	-19	-3%	4%	-13%	?	23µM*	2%	?
COc1ccc2c(=O)c(C(=O)NCCc3ccccc3)c[nH]c2c1	1	13	-2%	-2%	0%	4%	-5%	-14%	1%
Cc1ccc(C(=O)OCn2nnc3ccccc3c2=O)cc1[N+](=O)[O-]	2	-7	-7%	i[1.84 µM]	11%	10%	0%	25%	4%
O=c1c2ccccc2nc(-c2ccc([N+](=O)[O-])cc2)n1O	3	33	3%	?	-4%	-11%	?	2%[7.66 µM]	?
COc1ccc(Cl)cc1NC(=O)CN(C)C(=O)Cn1c(=O)oc2ccccc21	-17	-10	4%	0%	-2%	-1%	?	6%	0%
CN(C)c1ccc(NC(=O)c2ccc3c(c2)nnn3C)cc1	2	-21	?	16µM*	1%	14%	2%	1%	23%
CCCN(CCC)CCCNC(=O)c1cc2c(-c3ccc(Cl)cc3)nn(C)c2s1	-23	nt	nt	nt	-18%	nt	-23%	2%	nt
CCOC(=O)c1c(NC(=O)CN2C(=O)NC3(CCCCC3C)C2=O)sc(C(=O)N(C)C)c1C (stereo not drawn)	18	-4	-25%	-43%[inhibitor]	16%	-4%	13%	-20%	-12%
C/C(=N\Nc1nc(N)cc(Cl)n1)c1cccc([N+](=O)[O-])c1	-3	-13	3%	-6%	15%	6%	?	-1%	10%
CCOC(=O)N1CCN(Cc2nc(Cc3cccc(C(F)(F)F)c3)no2)CC1	3	37	12%	5%	7%	9%	9%	13%	4%
O=C(NCC(c1ccco1)S(=O)(=O)c1cccs1)c1ccccc1 (stereo not drawn)	0	nt	nt	nt	0%	nt	-2%	3%	nt
Nc1nc(N)c2cc(S(=O)(=O)c3cccc(C(F)(F)F)c3)ccc2n1	2	21	nt	nt	?	13µM*	?	2%	10µM*
O=C(CSCCN1C(=O)c2ccccc2C1=O)Nc1ccc2ccccc2c1	6	-28	8%	3%	3%	-4%	-20%	-1%	-1%
O=C1NC(=O)/C(=C\c2ccc(OCc3ccccc3)cc2)S1	8	24	11%	-7%	-18%	-1%	3%	-5%	8%
CC1=CC(C2CC(=O)N(c3ccc(C)cc3)C2=O)CC2C(=O)N(c3ccc(C)cc3)C(=O)C12 (stereo not drawn)	7	0	2%	?	2%	4%	-7%	13%	-16%
CS(=O)(=O)N1CCc2cc(S(=O)(=O)N3CCN(Cc4ccc5c(c4)OCO5)CC3)ccc21	12	-13	17%	5%	-17%	-9%	21µM*	25%	-23%
